HTRA1 inhibitor – blocks human HTRA1 serine peptidase | recombinant HTRA1, FP-rhodamine activity-based probe, fluorescence polarization | Q92743 | 0.5% of 340,000 active | inhibition, % at 5.96 µM; in the data active means inhibition above about 36%;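 further: 0% = enzyme with DMSO and 100% = wells lacking enzyme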
Target sequence (Q92743 whole entry, looked up): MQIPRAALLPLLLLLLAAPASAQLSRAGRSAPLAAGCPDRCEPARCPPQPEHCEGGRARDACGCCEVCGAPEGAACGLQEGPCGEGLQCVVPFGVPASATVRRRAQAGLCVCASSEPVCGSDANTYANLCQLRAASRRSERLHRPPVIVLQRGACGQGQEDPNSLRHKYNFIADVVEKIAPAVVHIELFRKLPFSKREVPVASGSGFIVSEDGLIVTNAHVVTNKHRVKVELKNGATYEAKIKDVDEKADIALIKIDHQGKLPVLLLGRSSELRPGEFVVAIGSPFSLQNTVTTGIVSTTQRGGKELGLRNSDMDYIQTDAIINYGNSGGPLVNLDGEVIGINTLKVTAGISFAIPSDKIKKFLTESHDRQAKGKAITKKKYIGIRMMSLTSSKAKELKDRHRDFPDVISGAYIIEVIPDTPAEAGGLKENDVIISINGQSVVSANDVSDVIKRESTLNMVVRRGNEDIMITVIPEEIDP
* marks the source's active call; other numbers are inactive results.

SMILES	HTRA1 inhibitor
Cc1ccc(C(=O)Nc2ccccc2C(=O)NCc2ccccc2)cc1	-12
[O-]/[N+](=C/c1ccc(F)cc1)c1ccc(Cl)cc1	-1
COc1ccc(NC(=O)Cn2nnc(-c3ccccc3NS(=O)(=O)c3ccccc3)n2)cc1	-46
CS/C(=N\S(=O)(=O)c1ccc(N)cc1)NS(=O)(=O)c1cccs1	3
CCN1C(=O)[C@H]2[C@@H](c3ccc(C)cc3)N3C(=O)N(c4ccccc4)C(=O)[C@@]3(Cc3ccc(Cl)cc3)[C@H]2C1=O	-8
CN(C)c1ccnc2sc3c(=O)n(Cc4ccccc4)cnc3c12	8
Oc1ccc2c(c1)c1c3n2CCNC3CCC1 (stereo not drawn)	2
OC1(c2ccc3ccccc3c2)CCN(Cc2ccccc2)C1 (stereo not drawn)	3
CN(C)S(=O)(=O)c1ccc(NC(=O)c2ccc(Br)o2)cc1	-4
CCOc1ccc(OCC)c(NC(=O)C2CCN(c3nn4c(=O)cc(C)nc4s3)CC2)c1	-2
Cc1cc2cc(CNC(=O)Cc3cccs3)ccc2n1C	3
c1cnc2c(C3NCCc4c3[nH]c3ccccc43)cccc2c1 (stereo not drawn)	-8
Cc1[nH]c(=O)[nH]c(=O)c1NC(=O)CSc1ncccc1-c1nc2ccccc2[nH]1	0
Cc1c2c(=O)n(-c3nc4ccccc4s3)nc-2cc(O)n1Cc1ccccc1	47*
Cc1nnc(N2CCCC(C(=O)Nc3cc(F)ccc3F)C2)c2nn(-c3ccccc3)c(C)c12 (stereo not drawn)	-10
COc1ccc2[nH]c(=O)c(CN(CCN(C)C)C(=O)NCc3ccccc3)cc2c1	5
CC(C)n1cnc2c(NCc3ccccc3)cc(N[C@H](C)CO)cc21	45*
CC(=O)NC1C(=O)N(CCN2CCOCC2)c2ccc(C)cc21 (stereo not drawn)	1
CC(C)CC(=O)NC(c1cccs1)c1ccc2cccnc2c1O (stereo not drawn)	43*
CCc1ccc2nc(N3C(=O)C(O)=C(C(=O)c4ccco4)C3c3cccs3)sc2c1 (stereo not drawn)	-29
Cc1cc(C)n(S(=O)(=O)Cc2ccccc2)n1	5
CCOc1ccc(CNc2ccc(N3CCCC3)cc2)cc1	58*
CCOC(=O)N1CCC(NC(=O)CNS(=O)(=O)c2ccc(Br)s2)CC1	5
O=C(NN1CCOCC1)c1cc(-c2cccc(Cl)c2)nc2ccccc12	-6
COc1ccc(OC)c(-c2c3cc(O)c(=O)cc-3oc3cc(O)c(O)cc23)c1	85*
COc1ccc(C2C(C(=O)N3CCCCC3)CCC(=O)N2c2cc(OC)c(OC)c(OC)c2)cc1 (stereo not drawn)	2
CN([C@@H](Cc1ccc(OS(=O)(=O)c2cccc3cnccc23)cc1)C(=O)N1CCN(c2ccccc2)CC1)S(=O)(=O)c1cccc2cnccc12	-22
Fc1ccccc1-c1n[nH]c(=S)n1Cc1ccccc1	5
Cc1ccc(-c2nc(N)n(C(=O)c3cccs3)n2)cc1	6
O=C(O)c1ccc(-c2nc(-c3ccc(Cl)c(Cl)c3)cs2)cc1	-5
CC1CCN(CC(O)CN2c3ccccc3Sc3ccccc32)CC1 (stereo not drawn)	3
COc1ccc(-c2ccc(S(=O)(=O)NCC3CCCO3)cc2)cc1 (stereo not drawn)	2
CCOc1ccc(NCc2nnc(SCC(=O)Nc3cc(C)on3)n2-c2ccccc2OC)cc1	7
CC(C)(C)OC(=O)NCc1ccc(NC(=O)c2nc[nH]c2C(=O)NCCCCNC(=O)c2[nH]cnc2C(=O)Nc2ccc(CNC(=O)OC(C)(C)C)cc2)cc1	0
COc1ccc(/C=C/C(=O)NCc2cnn(C)c2C)cc1COc1ccc(Br)cc1	-49
Cc1ccc(/C=C2\SC(=S)N(CCC(=O)NNS(=O)(=O)c3ccccc3)C2=O)cc1	-6
O=C(Nc1sccc1C(=O)N1CCOCC1)c1cccnc1	1
CCCCC(=O)Nc1sc2c(c1C(=O)OCC)CCC(C=O)=C2Cl	25
Cc1cc2[nH]c(=O)c(=O)[nH]c2cc1S(=O)(=O)NC1CCCCC1C (stereo not drawn)	-4
CS(=O)(=O)c1ncc(Cl)c(C(=O)Nc2ccc(N3CCOCC3)cc2)n1	9
O=C(O[C@@H]1OC2COC(=O)c3cc(O)c(O)c(O)c3-c3c(cc(O)c(O)c3O)C(=O)O[C@@H]([C@H]1O)[C@@H]2O)c1cc(O)c(O)c(O)c1	41*
Nc1cccc(-c2c[nH]c3ncc(-c4cccnc4)cc23)c1	-3
NC(=O)c1nsnc1-c1ccccc1O	-4
COc1ccccc1-c1nc(C(=O)NCC2CCCO2)cc2c1[nH]c1ccccc12 (stereo not drawn)	-63
COC(=O)c1c(C)c(OC(=O)c2c(C)cc(O)c(C=O)c2O)cc(C)c1O	-4
O=C(C1CCCN1S(=O)(=O)c1cccc2cccnc12)N1CCn2c1nc1ccccc12 (stereo not drawn)	3
CN(C)CCCN(C(=O)c1ccc(S(=O)(=O)N2CCc3ccccc3C2)cc1)c1nc2c(F)cc(F)cc2s1	-23
Cc1cccc(CC2CC(=O)N(C3CCCCC3)C2=O)c1 (stereo not drawn)	0
CC(CCC(C)C(C)(C)C)[C@@H]1CC[C@H]2C3C[C@H](OS(O)(=S)=S)[C@H]4C[C@H](OS(O)(=S)=S)[C@@H](OS(O)(=S)=S)C[C@]4(C)[C@H]3CC[C@]12C (stereo partly drawn) (tested in a mixture with another compound)	-137
C#CCOCCOCCOCCNc1nc(N2CCN(C(=O)[C@H](CCCCN)n3cc(C(N)CC(C)C)nn3)CC2)nc(N2CCN(C(=O)[C@H](CCC(=O)O)n3cc(C(N)[C@H](C)CC)nn3)CC2)n1 (stereo partly drawn)	-4
(listing goes on)
SMILES	HTRA1 inhibitor
COc1ccc(OC)c(NS(=O)(=O)c2ccc(-c3coc(C)n3)cc2)c1	4
CCCc1ccc(C2=Nn3c(nnc3C(C)C)SC2)cc1	-14
COc1cc(C[C@H](C)[C@H](C)Cc2ccc3c(c2)OCO3)ccc1O	-20
Nc1ccccc1-c1n[nH]c(=S)s1	-4
COc1cc(/C=C2/C(=O)N(c3ccc(Br)cc3)N=C2C)cc(OC)c1OC	16
O=C(Cn1cnc2ccccc21)Nc1cccc(S(=O)(=O)N2CCCC2)c1	4
COc1ccccc1-c1sc2ccccc2c1-c1ccc(C(C)=O)cc1	-29
COC1(OC)N=C(NC(=O)Nc2ccccc2)C2(C#N)C(c3ccccc3)C12C#N (stereo not drawn)	5
COc1ccc2[nH]c3c(c2c1)CCN1C(=O)C(CC(=O)NC/C=C(\C)CCC=C(C)C)C[C@H](C(=O)N2CCCCC2)[C@@]31C (stereo partly drawn)	12
COc1ccc(C(=O)Nc2cc3c(cc2N2CCOCC2)n(C)c(=O)n3C)cc1OC	6
CN(C)S(=O)(=O)c1ccc(N2CCCC2)c(C(=O)Nc2cccc(F)c2)c1	-4
CC(=O)Nc1nc(C)c(-c2csc(Nc3ccc(O)cc3)n2)s1	27
CCOC(=O)C1=C(CN2CCN(C(=O)c3ccco3)CC2)NC(=O)NC1c1ccccc1 (stereo not drawn)	11
CCCNC(=O)c1ccc2c(=O)c(O)c(-c3ccsc3)[nH]c2c1	1
Cc1c(NC2(C#N)CCCC2)c(=O)n(-c2ccccc2)n1C	3
Clc1ncccc1-c1nc2ccccc2n1Cc1ccccc1	4
CC(=O)n1cc([C@H]2C=C(C(=O)N3CCN(Cc4ccccc4)CC3)O[C@@H](OCCCCO)C2)c2ccccc21	-5
CCc1ccc(-c2cc(C(F)(F)F)n3nc(C(=O)Nc4c(C)nn(Cc5ccccc5C)c4C)cc3n2)s1	5
O=C(O)c1ccc(C(=O)Nc2cccc(NC(=O)C3CCCO3)c2)cc1 (stereo not drawn)	-1
O=C(NCCCN1CCOCC1)c1ccc2c(=O)n(Cc3cccc(Br)c3)c(=S)[nH]c2c1	-15
COc1ccc(-n2c(Cc3cc(=O)[nH]c(=O)[nH]3)nnc2SCc2ccccc2)cc1	-7
COc1cccc(-c2ccc(=O)n(CC(=O)Nc3cc4c(cc3NC(C)=O)OCCO4)n2)c1	10
CC(C)CNC(=O)CC1Nc2ccccc2NC1=O (stereo not drawn)	4
Cc1oc(-c2cccc(Cl)c2)nc1CN1CCC(C(=O)NCCCN2CC(C)CC(C)C2)CC1 (stereo not drawn)	4
O=C(N/N=C(\c1ccccc1)c1ccccn1)c1cccc([N+](=O)[O-])c1	8
O=C(C[n+]1ccccc1)N/N=C/c1cc(Br)cc(Br)c1O	6
C(=Nc1cccc2c(N=Cc3ccco3)cccc12)c1ccco1	39*
Cc1ccc(CCN2CC(C(=O)NCCCOC(C)C)CC2=O)cc1 (stereo not drawn)	3
COc1ccc(S(=O)(=O)N2CCCC(C(=O)N3CCCCCC3)C2)cc1 (stereo not drawn)	-1
O=C(c1ccc(Cn2cc([N+](=O)[O-])cn2)o1)N1N=C(C(F)F)CC1(O)C(F)F (stereo not drawn)	1
Cc1cc(C)nc(N/N=C/C(Cl)=C/c2ccccc2)n1	-2
CC(C)(C)NC(=O)CN(C(=O)Cn1nnc(-c2ccc(Cl)cc2)n1)C1CCN(Cc2ccccc2)CC1	-15
O=C(COc1ccc(S(=O)(=O)N2CCCC2)cc1)NCc1ccco1	-1
O=C(NC1CC1)c1cc(-c2ccco2)nc2ccccc12	19
CN1CCc2cccc3c2[C@@H]1Cc1ccc(O)c(O)c1-3	49*
COc1cccc(NC(=O)CNS(=O)(=O)c2ccc(Cl)cc2)c1	-7
CCc1cc2c(=O)nc3n(c2s1)Cc1ccccc1/C3=C(/O)c1cccc([N+](=O)[O-])c1	-51
Cc1oc(-c2cccc(Cl)c2)nc1CSc1nc2c(c(=O)[nH]1)CCC2	5
COc1ccc(CCNC(=O)CC(c2ccccc2)c2cc(C)ccc2O)cc1OC (stereo not drawn)	-8
O=C(O)c1ccc2c(c1)S(=O)(=O)c1ccccc1C2=O	6
Nn1c(SCC(=O)Nc2cccnc2Cl)nnc1-c1ccccc1	1
Cc1ccc(NC(=O)C2CCN(S(=O)(=O)c3cccs3)CC2)cc1C	-9
COc1ccc(CC(=O)O/N=C(\N)Cc2ccc(OC)c(OC)c2)cc1	5
CCCCCCN(C(=O)CCCN1C(=O)NC(c2ccc([N+](=O)[O-])cc2)C(C(=O)OCc2ccccc2)=C1C)C(C)C(=O)NCCCC (stereo not drawn)	-26
NC(=O)C1CCN(CC(O)CSc2ccc(F)cc2)CC1 (stereo not drawn)	-3
COc1ccc(C(=O)Nc2cc3c4c(c2)CC(=O)N4CCC3)c(OC)c1	5
CCN(c1ccccc1)S(=O)(=O)c1ccc(OC)c(OC)c1	2
CC(=O)Nc1ccc(NC(=O)CCCc2ccccc2)cc1	-1
COc1ccc(C2=NOC(C(=O)NCc3ccccc3)C2)cc1 (stereo not drawn)	-1
Cc1ccc(NC(=O)c2cccc3c2C(=O)N(C2CCCCC2)C3)c(Cl)c1	0
Continued.
SMILES	HTRA1 inhibitor
O=C(N/N=C/c1c(Cl)cccc1Cl)c1cccc(F)c1	-5
CCc1cn(S(=O)(=O)c2ccccc2OC)nc1N	9
COc1ccc(Cl)cc1NC(=O)N1CCN(C2CCCCC2)CC1	-8
COc1ccc(Cc2nnc(NC(=O)Cc3cccs3)s2)cc1	-11
C=CCSc1ncccc1C(=O)NCc1ccccc1	2
Cc1ccc(-n2nnnc2SCC(=O)c2cc(C)n(-c3cc(C)on3)c2C)cc1	-7
COc1ccc(C2C(C(=O)c3cccs3)=C(O)C(=O)N2c2nnc(C)s2)cc1OC (stereo not drawn)	-8
Cc1ncc(CN2CCC(N3CCC(C(=O)N4CCCC4)CC3)CC2)s1	3
CCOc1ccc(NC(=O)C2C3C=CC4(O3)C2C(=O)N(Cc2cccnc2)C4C(=O)NC2CCCCC2)cc1 (stereo not drawn)	7
O=C(NCC(O)c1ccccc1)c1ccc(Cl)c(S(=O)(=O)N2CCCC2)c1 (stereo not drawn)	-4
Cc1nn(-c2ccccc2)c(N2CCCC2)c1/C=N/O	2
Cc1ccc(-c2nc3ccccc3s2)cc1S(=O)(=O)N1CCCC1	-30
COC(=O)c1sccc1NC(=O)c1ccc(C#N)cc1	0

Rewritten with the structure last: part of the list above
| HTRA1 inhibitor | molecule |
| --- | --- |
| -8 | COc1ccc(CCNC(=O)CC(c2ccccc2)c2cc(C)ccc2O)cc1OC (stereo not drawn) |
| 6 | O=C(O)c1ccc2c(c1)S(=O)(=O)c1ccccc1C2=O |
| 1 | Nn1c(SCC(=O)Nc2cccnc2Cl)nnc1-c1ccccc1 |
| -9 | Cc1ccc(NC(=O)C2CCN(S(=O)(=O)c3cccs3)CC2)cc1C |
| 5 | COc1ccc(CC(=O)O/N=C(\N)Cc2ccc(OC)c(OC)c2)cc1 |
| -26 | CCCCCCN(C(=O)CCCN1C(=O)NC(c2ccc([N+](=O)[O-])cc2)C(C(=O)OCc2ccccc2)=C1C)C(C)C(=O)NCCCC (stereo not drawn) |
| -3 | NC(=O)C1CCN(CC(O)CSc2ccc(F)cc2)CC1 (stereo not drawn) |
| 5 | COc1ccc(C(=O)Nc2cc3c4c(c2)CC(=O)N4CCC3)c(OC)c1 |
| 2 | CCN(c1ccccc1)S(=O)(=O)c1ccc(OC)c(OC)c1 |
| -1 | CC(=O)Nc1ccc(NC(=O)CCCc2ccccc2)cc1 |
| -1 | COc1ccc(C2=NOC(C(=O)NCc3ccccc3)C2)cc1 (stereo not drawn) |
| 0 | Cc1ccc(NC(=O)c2cccc3c2C(=O)N(C2CCCCC2)C3)c(Cl)c1 |
| -5 | O=C(N/N=C/c1c(Cl)cccc1Cl)c1cccc(F)c1 |
| 9 | CCc1cn(S(=O)(=O)c2ccccc2OC)nc1N |
| -8 | COc1ccc(Cl)cc1NC(=O)N1CCN(C2CCCCC2)CC1 |
| -11 | COc1ccc(Cc2nnc(NC(=O)Cc3cccs3)s2)cc1 |
| 2 | C=CCSc1ncccc1C(=O)NCc1ccccc1 |
| -7 | Cc1ccc(-n2nnnc2SCC(=O)c2cc(C)n(-c3cc(C)on3)c2C)cc1 |
| -8 | COc1ccc(C2C(C(=O)c3cccs3)=C(O)C(=O)N2c2nnc(C)s2)cc1OC (stereo not drawn) |
| 3 | Cc1ncc(CN2CCC(N3CCC(C(=O)N4CCCC4)CC3)CC2)s1 |
| 7 | CCOc1ccc(NC(=O)C2C3C=CC4(O3)C2C(=O)N(Cc2cccnc2)C4C(=O)NC2CCCCC2)cc1 (stereo not drawn) |
| -4 | O=C(NCC(O)c1ccccc1)c1ccc(Cl)c(S(=O)(=O)N2CCCC2)c1 (stereo not drawn) |

Only part of the results is shown; count on the stated rates, not on these rows.
